uPA generation – qHTS for Inhibitors of Cell Surface uPA Generation | cell surface uPA generation assay, qHTS | Potency, µM (series often up to 38.3 µM), without a hit: top-dose activity change, negative = inhibition, usual class: inhibitors | 0.31% of 330,000 active | AID 540303, 2011; active = well fitted inhibition curve with a large enough effect; inconclusive = small, poorly fitted or top-dose-only effect; inactive = no such curve, though single readings can be large or run the other way; tested in mouse RAW 264.7 cells; note: % is set by controls: 0 for no effect and ±100 for the full control effect; nearly all actives have a fitted effect of over 55% in size
p53 reactivation – qHTS assay for re-activators of p53 using a Luc reporter | H1299 p53-A138V BP100-luciferase reporter, luminescence, 24 h | 0.063% of 320,000 active | AID 504706, 2011 | Potency, µM (titrated, usually from 92.2 µM), without a hit: at the top dose activity change, positive = activation, usual class: activators; note: % of control where 0% means no effect; nearly all actives have a fitted effect of over 45% in size
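p53-null H1299 cells stably carrying temperature-sensitive p53-A138V and a BP100-luciferase reporter were pinned with compounds (4-point, 1:5 series) and held 24 hrs at 37 deg C. Luminescence was read 10 min after detection reagent.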
MBNL1-CUG inh – qHTS Assay for Inhibitors of MBNL1-poly(CUG) RNA binding | Potency, µM (series often up to 57.5 µM), for inactives: at the top dose activity change, negative = inhibition, actives largely listed as inhibitors | Muscleblind-like protein 1 (Homo sapiens), Q9NR56 | 0.036% of 280,000 active | AID 2675, 2010 | TR-FRET MBNL1-His/biotin-(CUG)12 binding, 665/545 ratio; active = well fitted inhibition curve with a large enough effect in the signal ratio, with a control signal flat, not every such curve was filed as active; inconclusive = small, poorly fitted or top-dose-only effect, or effect the other way, or a change in a side signal; inactive = no such curve, though single readings can be large or run the other way; the % refers to the signal ratio; note: % is set by controls: 0 for no effect and ±100 for the full control effect
Target sequence (Q9NR56 whole entry, looked up): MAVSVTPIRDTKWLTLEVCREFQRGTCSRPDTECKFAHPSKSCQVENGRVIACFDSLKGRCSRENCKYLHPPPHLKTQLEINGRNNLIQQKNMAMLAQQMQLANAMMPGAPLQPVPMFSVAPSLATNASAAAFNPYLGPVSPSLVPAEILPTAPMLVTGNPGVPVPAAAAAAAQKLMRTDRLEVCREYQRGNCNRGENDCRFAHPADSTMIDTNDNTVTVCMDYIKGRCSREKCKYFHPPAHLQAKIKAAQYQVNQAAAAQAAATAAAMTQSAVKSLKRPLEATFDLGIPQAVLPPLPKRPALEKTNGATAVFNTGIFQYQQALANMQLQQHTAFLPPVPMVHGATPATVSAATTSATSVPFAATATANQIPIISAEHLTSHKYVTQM
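Ratiometric TR-FRET (665 over 545 nm, excitation 340 nm) tracks disruption of MBNL1-His/biotin-(CUG)12 complex after 60 min at room temperature, with compounds at 92 nM to 58 uM final.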
NPC1 prom act – qHTS Assay for NPC1 Promoter Activators. AID 485313, 2010. Huh7 NPC1 promoter luciferase reporter, 24 h. Potency, µM (top dose mostly 9.22 µM), inactives show at the highest dose activation, hits mostly activators. 2.4% of 320,000 active;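 note: % of control where 0% means no effect; nearly all actives have a fitted effect of over 60% in size; reporter is driven by a mutant NPC1 promoter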
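Stable NPC1-promoter luciferase Huh7 line; cpd (DMSO) 24 h, 37 °C, 5% CO2; Amplite luciferase reagent 10 min RT; luminescence readout. qHTS format.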
BRCA1 expr up – qHTS Assay to Identify Small Molecule Activators of BRCA1 Expression. 1.1% of 380,000 active. MCF7-BRCA1-FFLuc reporter, luminescence, 48 h; response scale: scaled: vehicle 0%, 10 µM genistein 100%. Potency, µM (highest dose often 46.1 µM), for inactives: top-dose activation, most hits filed as activators. AID 624202, 2012; note: nearly all actives have a fitted effect of over 80% in size; some results filed as inactive show a strong effect at the top dose
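Activators of BRCA1 expression were detected as increased firefly luciferase luminescence in engineered MCF7 cells after 48 h compound incubation. Signals were scaled to genistein 10 microM as full activation.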
RORg inh – qHTS for inhibitors of ROR gamma transcriptional activity. Nuclear receptor ROR-gamma (Mus musculus), P51450. Drosophila S2 Gal4-RORgamma UAS-luciferase reporter, 20 h. Potency, µM (titrated, usually from 53.6 µM), without a hit: at the top dose activity change, negative = inhibition, actives largely listed as inhibitors. 5.4% of 310,000 active. AID 2551, 2010; note: % is set by controls: 0 for no effect and ±100 for the full control effect; nearly all actives have a fitted effect of over 60% in size
Target sequence (P51450 whole entry, looked up, the tested form may be a part): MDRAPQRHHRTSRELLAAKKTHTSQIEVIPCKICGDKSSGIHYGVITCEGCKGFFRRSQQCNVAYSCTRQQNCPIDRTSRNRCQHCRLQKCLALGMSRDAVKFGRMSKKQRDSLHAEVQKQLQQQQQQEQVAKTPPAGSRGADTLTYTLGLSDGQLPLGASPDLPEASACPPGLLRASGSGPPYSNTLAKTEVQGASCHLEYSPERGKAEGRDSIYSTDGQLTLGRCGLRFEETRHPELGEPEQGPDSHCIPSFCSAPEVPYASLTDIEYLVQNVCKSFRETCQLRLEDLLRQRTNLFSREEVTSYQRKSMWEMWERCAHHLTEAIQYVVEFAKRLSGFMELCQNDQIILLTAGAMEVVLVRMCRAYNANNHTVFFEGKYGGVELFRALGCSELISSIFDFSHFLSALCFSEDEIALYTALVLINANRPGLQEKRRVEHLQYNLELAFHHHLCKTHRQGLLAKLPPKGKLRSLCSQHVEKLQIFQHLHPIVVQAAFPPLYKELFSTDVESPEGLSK
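Compounds are pin-transferred onto Drosophila Schneider cells expressing a copper-inducible Gal4–ROR gamma transactivation domain fusion. After 1 hr, copper sulfate is added to 700 uM final; luciferase is read 20 hr later.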
Rab9 prom act – qHTS Assay for Rab9 Promoter Activators; AID 485297, 2010; Huh7 Rab9 promoter-luciferase reporter, luminescence, 24 h; Potency, µM (series often up to 9.22 µM), inactives show top-dose activation, negative = inhibition, usual class: activators; 2.8% of 320,000 active; note: % of control where 0% means no effect; nearly all actives have a fitted effect of over 60% in size
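Luciferase signal after 10 min detection reagent at ambient indicates Rab9 promoter upregulation; stably transfected Huh7 cells were treated 24 h with compound in DMSO at 37 °C, 5% CO2.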
ELG1 genotox – qHTS screen for small molecules that induce genotoxicity in human embryonic kidney (HEK293T) cells expressing luciferase-tagged ELG1 | HEK293T ELG1-luciferase reporter, luminescence, 16 h | Potency, µM (titrated, usually from 46 µM), inactives show at the highest dose activity change, positive = activation, actives largely listed as activators | 1.3% of 330,000 active; note: % of control where 0% means no effect; nearly all actives have a fitted effect of over 60% in size
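Genotoxicity was scored as increased ELG1-luciferase reporter signal, measured by ONE-Glo luminescence (30 min, room temperature). Compound or vehicle exposure of the HEK293T reporter cells lasted 16 hr at 37°C.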
FLuc modulator – qHTS profiling assay for firefly luciferase inhibitor/activator using purifed enzyme and Km concentrations of substrates (counterscreen for miR-21 project) | Luciferin 4-monooxygenase (Photinus pyralis), P08659 | purified FLuc, Km substrates, luminescence inhibition | Potency, µM (titrated, usually from 57.5 µM), without a hit: at the top dose activity change, negative = inhibition, usual class: inhibitors | 6.9% of 360,000 active | AID 588342, 2011;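 note: plate controls were vehicle for no effect and reference inhibitor for full effect; nearly all actives have a fitted effect of over 55% in size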
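Purified P. pyralis luciferase (10nM final) with 10uM D-luciferin and 10uM ATP (Km levels) in 50mM Tris acetate pH 7.5, 10mM Mg acetate, 0.01% Tween-20, 0.05% BSA; qHTS 6-point titration, ~60 µM downward; luminescence read.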
VP16 counter – VP16 counterscreen qHTS for inhibitors of ROR gamma transcriptional activity; Drosophila S2 Gal4-VP16 UAS-luciferase, luminescence, 20 h; Potency, µM (titrated, usually from 53.6 µM), for inactives: at the highest dose activity, negative = inhibition, actives largely listed as inhibitors; 3.5% of 310,000 active;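 note: Gal4-VP16 expression switched on by copper sulfate through the metallothionein promoter; % is set by controls: 0 for no effect and ±100 for the full control effect; nearly all actives have a fitted effect of over 50% in size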
* hit, by the source's call; ? = inconclusive; · = not tested or not shown; [ ] = dose if it differs, or a comment. Unless noted, calls come from the whole dose curve; as a rule, active = well fitted curve in the direction sought with a large enough effect; inconclusive = small, poorly fitted or top-dose-only effect, or another doubt; inactive = no such curve, though single readings can be large; an effect the other way counts as inactive or inconclusive. Potency is the fitted concentration of half-maximal effect.

1	CCCc1cc(=O)n2[nH]c(-c3ccc(OC)cc3)nc2n1
2	COc1cc(/C=C2\N=C(c3ccccc3)NNC2=O)cc(OC)c1OC
3	Cc1ccc(NCC(=O)Nc2cccc(F)c2)cc1S(=O)(=O)N1CCCCCC1
4	CCCCn1c(=NC(=O)c2ccco2)c(C(=O)OCC)cc2c(=O)n3ccccc3nc21
5	C=CCn1c(SCn2nnc3ccccc3c2=O)nc2scc(-c3cccs3)c2c1=O
6	CCc1nnc(NC(=O)CSc2nc3ccc(OC)cc3[nH]2)s1
7	O=C(Cn1nnc(-c2ccccc2)n1)NCc1ccccc1
8	CC(C)N1CC2=C(C1=O)C(c1ccc(O)cc1)NC(=O)N2C (stereo unspecified)
assay / entry	1	2	3	4	5	6	7	8
uPA generation	8%	-18%	0%	-8%	6%	3%	6%	8%
p53 reactivation	8%	11%	-11%	11%	-3%	7%	4%	-1%
MBNL1-CUG inh	-6%	-7%	-1%	?	6%	-3%	-6%	-4%
NPC1 prom act	-4%	-20%	-8%	-4%	-2%	-2%	0%	-1%
BRCA1 expr up	0%	-56%	0%	-17%	-3%	0%	6%	12%
RORg inh	?	-6%	?	-24%	15%	-3%	-10%	6%
Rab9 prom act	-2%	-21%	-7%	10%	3%	2%	8%	-3%
ELG1 genotox	20%	16%	-3%	-2%	1%	2%	5%	0%
FLuc modulator	?	3%	4%	-1%	-1%	?	2%	0%
VP16 counter	-9%	-1%	?	-9%	15%	-5%	2%	1%

9	C#CCOCCOCCOCCNc1nc(N2CCN(C(=O)[C@H](CCCCN)n3cc(C(N)CO)nn3)CC2)nc(N2CCN(C(=O)[C@H](CCC(=O)O)n3cc(C(N)[C@H](C)CC)nn3)CC2)n1 (stereo partly specified)
10	O=C(CNC(=O)c1ccc(F)cc1)N/N=C/c1ccc(O)c([N+](=O)[O-])c1
11	CC12CCC(C(=O)NCC3CCCO3)(OC1=O)C2(C)C (stereo unspecified)
12	Cc1ccc2c(c1)N(C(=O)CCC(=O)NCc1cccc(Cl)c1)CC(C)O2 (stereo unspecified)
13	CCCCC(C(=O)NC(C)(C)C)N(Cc1ccco1)C(=O)c1snc(C(N)=O)c1N (stereo unspecified)
14	Cc1cc(F)ccc1NC(=O)c1cc(S(=O)(=O)N2CCCC2)cn1C
15	CNC(=O)CN(Cc1ccccc1)S(=O)(=O)c1ccccc1
16	CCCn1nnc(NC(=O)c2cccc(OCc3ccccc3)c2)n1
assay / entry	9	10	11	12	13	14	15	16
uPA generation	·	6%	4%	-9%	7%	-1%	·	-2%
p53 reactivation	5%	2%	5%	·	-3%	·	-5%	19%
MBNL1-CUG inh	2%	?	4%	-11%	10%	-13%	-2%	-3%
NPC1 prom act	1%	-6%	0%	-14%	-9%	-4%	-2%	14%
BRCA1 expr up	·	1%	21%	-24%	-15%	-1%	5%	0%
RORg inh	-11%	40%	-4%	-41%	-11%	16%	-7%[10 µM]	-1%
Rab9 prom act	1%	-1%	-1%	8%	-1%	3%	-4%	12%
ELG1 genotox	1%	0%	4%	1%	2%	1%	0%	-1%
FLuc modulator	-1%	-3%	-2%	4%	7%	2%	11%	-17%
VP16 counter	11%	-3%	6%	-13%	5%	8%	-8%	21%

17	CCOC(=O)N1CCC(NC(=O)C2CCN(c3ccc(N4CCOCC4)nn3)CC2)CC1
18	O=C(Nc1nc2ccccc2s1)c1ccc2c(c1)OCO2
19	COc1ccc2c(=O)c(-c3nc(C)cs3)coc2c1
20	CC(C)Oc1ccc(CNC2CCOC(C)(C)C2)cc1 (stereo unspecified)
21	CCOc1cc(C2C(C(=O)OC)=C(C)N=C3SC(C)C(=O)N32)ccc1OC(C)=O (stereo unspecified)
22	Cc1ccc(NC(=O)COC(=O)c2ccc(NC(=O)CC#N)cc2)cc1S(=O)(=O)N1CCOCC1
23	COc1ccc(C2CC(=O)N(CC(=O)NCC3CCCO3)c3ccccc3S2)cc1 (stereo unspecified)
24	CCc1cccc(C)c1NC(=O)CSc1nc2ccccc2n1CC(=O)N(C)C
assay / entry	17	18	19	20	21	22	23	24
uPA generation	·	-5%	-8%	-9%	-6%	0%	-17%	-7%
p53 reactivation	0%	42%	15%	0%	9%	-4%	-3%	-2%
MBNL1-CUG inh	?	·	8%	-9%	19%	·	-4%	-3%
NPC1 prom act	-3%	0.56µM*	0.63µM*	1%	-2%	·	-3%	-5%
BRCA1 expr up	14%	?	17%	5%	-15%	-4%	6%	-2%
RORg inh	-20%	7.9µM*	1.3µM*	-4%	2%	·	-7%	-20%
Rab9 prom act	1%	0.32µM*	1.3µM*	-1%	-1%	·	1%	-4%
ELG1 genotox	1%	0.58µM*	?	-2%	0%	1%	7%	1%
FLuc modulator	4%	0.3µM*	0.76µM*	-1%[2.3 µM]	1%	·	?	1%
VP16 counter	-2%	?	2.2µM*	0%	-5%	·	5%	-2%

25	CCCNC(=O)Nc1cc(OCC)c(N2CCOCC2)cc1OCC
26	CCOC(=O)c1ccc(NC(=O)CSC2=NN3CCCC(=O)N=C3S2)cc1
27	CCc1ccc(/C=C/C(=O)c2cc(Br)ccc(=O)c2O)cc1
28	Cc1nn(Cc2ccccc2)c(C)c1C(=O)N1CCN(CC(=O)Nc2ccccc2Cl)CC1
29	O=C(CN1C(=O)c2ccccc2C1=O)OCC(=O)c1ccc(F)cc1
30	CCCn1c(N)c(N(CCOC)C(=O)c2ccc(N3CCCC3=O)cc2)c(=O)[nH]c1=O
31	COc1ccc(CNC(=O)c2cccc(NC3=NC4CS(=O)(=O)CC4S3)c2)cc1 (stereo unspecified)
32	Cc1ccccc1-c1cn(-c2ccccc2)c(=S)[nH]1
assay / entry	25	26	27	28	29	30	31	32
uPA generation	-1%	-3%	-13%	-11%	7%	3%	1%	-1%
p53 reactivation	-6%	5%	21%	-8%	2%	3%	10%	-1%
MBNL1-CUG inh	-5%	-14%	6%	·	·	·	-9%	3%
NPC1 prom act	28%	-4%	-10%	1%	4%	-6%	-2%	1%
BRCA1 expr up	1%	8%	-88%	-1%	18%	-6%	0%	-17%
RORg inh	?	6%	?	·	·	·	-18%	3.2µM*
Rab9 prom act	12%	-4%	-9%	-1%	2%	-1%	1%	-2%
ELG1 genotox	0%	-1%	3%	-4%	1%	1%	4%	6%
FLuc modulator	-4%	4%	-14%	0%	4%	-1%	3%	-3%
VP16 counter	-5%	-10%	?	·	·	·	1%	10µM*

33	Cc1ccc2nc(N3C(=O)C(O)=C(C(=O)c4ccco4)C3c3cccc(O)c3)sc2c1 (stereo unspecified)
34	Cc1cccc(CSc2nnc(-c3ccccn3)n2N)c1
35	COc1ccccc1N1C(=O)C2C(C(=O)c3ccccc3)=NN(c3ccc(Br)cc3)C2C1=O (stereo unspecified)
36	O=C1N(c2ccc3c(c2)OCCO3)C(c2ccccc2)C1(F)F (stereo unspecified)
37	COc1ccc(N2CCN(CCNC(=O)Nc3cc(Cl)ccc3Cl)CC2)cc1
38	COc1ccc(CCNC(=O)CCCN2C(=O)c3ccccc3C2=O)cc1
39	CCN(CC)Cc1c(O)ccc2c(=O)c(-c3ccccc3Cl)coc12
40	Cc1ccc(C)c(-n2c(CNC(=O)c3ccco3)nnc2SCC(=O)Nc2nnc(C)s2)c1
41	O=[N+]([O-])c1ccc(NS(=O)(=O)N2CCOCC2)cc1
assay / entry	33	34	35	36	37	38	39	40	41
uPA generation	-6%	·	-3%	7%	1%	1%	1%	-5%	2%
p53 reactivation	7%	5%	7%	5%	-2%	-2%	3%	0%	-6%
MBNL1-CUG inh	?	-3%	?	-11%	-1%	18%	4%	0%	·
NPC1 prom act	2%	19%	2%	-1%	1%	0%	-6%	-3%	·
BRCA1 expr up	-11%	53%	-32%	19%	-33%	-41%	3%	-6%	1%
RORg inh	-23%	-23%	-26%	-43%	-10%	-6%	-2%	12%	·
Rab9 prom act	10%	17%	2%	0%	-12%	-8%	1%	-7%	·
ELG1 genotox	?	16%	-2%	3%	6%	3%	-1%	1%	-3%
FLuc modulator	?	-8%	6%	-13%	0%	4%	-2%	3%	·
VP16 counter	-7%	-13%	0%	-4%	-12%	7%	-9%	2%	·

Assay outcomes (PubChem BioAssay)
